EP2 modulator = modulators of human EP2 prostaglandin E2 receptor | P43116 | induction, % at 25 µM | actives 0.83% (n = 260,000) | EP2-expressing cells, cAMP HTRF FRET, PGE2 co-stimulation | AID 940;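 active means compounds whose cAMP rise, as percent of the full-agonist control response, exceeds 60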;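 further: rat C6 glioma line stably carrying human EP2 under a CMV promoter; the protocol text gives 20 µM as final concentration; 100% = response of wells given 1 µM PGE2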
NPY Y1 blocker = NPY-Y1 (human) receptor antagonism | P25929 | HEK293-CNG Y1 cells, membrane potential fluorescence; NPY at EC95, then isoproterenol | inhibition, % at 3.6 µM | actives 1% (n = 200,000);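 active means inhibition above the campaign mean inhibition of all tested compounds plus 3 SD, cut at about 20% in these data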;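 further: 0% = DMSO wells given NPY plus isoproterenol and 100% = isoproterenol alone without NPY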
Target sequence (P25929 whole entry, looked up): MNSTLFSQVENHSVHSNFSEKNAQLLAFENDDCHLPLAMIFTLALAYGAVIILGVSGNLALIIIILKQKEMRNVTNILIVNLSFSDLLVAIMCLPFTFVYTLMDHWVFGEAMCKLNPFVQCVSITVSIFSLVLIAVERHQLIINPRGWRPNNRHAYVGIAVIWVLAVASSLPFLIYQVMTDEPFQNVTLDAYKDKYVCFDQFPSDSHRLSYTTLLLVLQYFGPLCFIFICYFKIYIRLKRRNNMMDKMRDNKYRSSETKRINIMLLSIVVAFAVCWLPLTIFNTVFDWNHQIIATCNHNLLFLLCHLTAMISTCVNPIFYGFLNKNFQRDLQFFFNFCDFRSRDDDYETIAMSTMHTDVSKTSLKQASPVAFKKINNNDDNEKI
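System: HEK293 cells with Y1 receptor plus CNG channel / Probe or stimulus: NPY 25 nM then isoproterenol 1 µM plus Ro 20-1724 25 µM / Compound: one concentration, 3.6 µM, in 0.4% DMSO / Schedule: compound incubation 1 h at room temperature, readout 45 min post-stimulation / Measured by: membrane potential fluorescence / Read-out: % inhibition of NPY effect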
S1P4 antag = antagonists of human S1P4 receptor; O95977; S1P4-expressing cells, antagonist mode, reporter read-out; inhibition, % at 4.98 µM; actives 0.26% (n = 220,000); in the data active means inhibition above about 29%;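 further: 0% = wells stimulated with agonist and 100% = vehicle wells without agonist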
Target sequence (O95977 whole entry, looked up): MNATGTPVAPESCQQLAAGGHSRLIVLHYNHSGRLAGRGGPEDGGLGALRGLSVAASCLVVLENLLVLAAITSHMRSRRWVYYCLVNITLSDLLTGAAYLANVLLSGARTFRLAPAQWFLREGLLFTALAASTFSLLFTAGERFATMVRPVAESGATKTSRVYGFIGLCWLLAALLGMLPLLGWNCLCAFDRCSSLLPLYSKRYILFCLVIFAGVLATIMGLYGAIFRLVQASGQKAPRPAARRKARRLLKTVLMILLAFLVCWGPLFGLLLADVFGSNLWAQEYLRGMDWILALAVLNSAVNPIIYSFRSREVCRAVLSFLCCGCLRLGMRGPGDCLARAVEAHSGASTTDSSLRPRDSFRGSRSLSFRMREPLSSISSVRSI
NPY-Y1 PAM-ag = human NPY-Y1 potentiation or agonism, primary screen | NPY-Y1 expressing cells, potentiator/agonist activation | activation, % at 3.6 µM | AID 1304 | P25929 | actives 0.37% (n = 220,000); in the data active means activation above about 33%, passing the limit was not always enough;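 further: cells stimulated with NPY at EC10 then isoproterenol at EC100; 0% = low agonist plus stimulus and 100% = saturating agonist plus stimulus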
eIF4E 4G PPI = eIF4E/eIF4G interaction inhibition in translation initiation; inhibition, % at 21.7 µM; TR-FRET eIF4E-eIF4GI(517-606) binding, 2 h; P63073+Q04637; actives 0.37% (n = 220,000);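 active means inhibition above about 30%, limit read from the data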;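 further: 0% = full FRET control wells and 100% = background wells lacking eIF4GI fragment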
PGE2 EP2 inh = blocks the human prostaglandin E2 receptor EP2; P43116; C6 glioma cells expressing human EP2, cAMP TR-FRET; cells stimulated with saturating PGE2; inhibition, % at 25 µM; actives 0.52% (n = 260,000);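 active means percent inhibition above 40 after rounding to a whole number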;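 further: rat C6 glioma host cells with rolipram phosphodiesterase inhibitor present; the protocol text gives 20 µM as final concentration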
NPY-Y2 PAM-ag = human NPY-Y2 potentiation or agonism, primary screen | P49146 | cells expressing NPY-Y2, potentiator/agonist read-out | activation, % at 3.6 µM | actives 0.45% (n = 220,000); in the data active means activation above about 27%;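 further: cells stimulated with NPY near EC25 plus isoproterenol at EC100; 0% = vehicle plus submaximal agonist and 100% = vehicle plus saturating agonist; some results beyond the cut were filed as inactive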
p97 inhibitor = blocks human p97 ATPase activity; P55072; recombinant p97 ATPase, Kinase-Glo ATP luminescence, 3 h; inhibition, % at 8 µM; actives 0.42% (n = 220,000); AID 1481; in the data active means inhibition above about 15%;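 further: 0% = DMSO vehicle and 100% = wells lacking enzyme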
S1P4 agonist = agonists of human S1P4 receptor; O95977; S1P4-expressing cell line, agonist reporter assay; activation, % at 4.98 µM; actives 0.35% (n = 220,000); in the data active means activation above about 11%;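 further: 0% = DMSO vehicle and 100% = reference agonist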
Starred values were filed as active, the others as inactive; / = not tested or not shown; & = joins results of further samples; [ ] = another dose, or the depositor's remark. Some of the compounds tested, so the mix of outcomes need not match the whole.

SMILES	EP2 modulator	NPY Y1 blocker	S1P4 antag	NPY-Y1 PAM-ag	eIF4E 4G PPI	PGE2 EP2 inh	NPY-Y2 PAM-ag	p97 inhibitor	S1P4 agonist
CCCCn1c(SCC(=O)N(CC)C2CCS(=O)(=O)C2)nnc1C(CC)N(C)C (stereo unspecified)	2	-2	-11	0	2	4	8	0	0.5
COc1ccccc1NC(=O)Nc1c(C)n(C)n(-c2ccccc2)c1=O	27	-1	-23	8	-1	1	-5	3	0.3
Cc1[nH][nH]c(=O)c1C(c1c(C)[nH][nH]c1=O)c1cn(Cc2ccc(F)cc2)c2ccccc12	44	0	-14	8	-4	8	5	26*	1.3
CCCCCCCCNC(=O)/C(C#N)=C/c1ccc(SC)cc1	28	-1	-6	17	3[fluorescence artefact?]	15	-1	4	2.6
CCCCn1c(SCC(=O)Nc2cc(C)on2)nnc1-c1ccco1	7	5	-24	19	6	9	12	2	-0.9
CN=C(Nc1cc(C)nn1-c1ccccc1)c1ccccc1	7	0	8	0	-4	-3	18	6	-1.9
Cc1ccc(C(=O)CNc2ccc(C)c(Cl)c2)cc1	10	1	-7	-4	13	5	12	0	-0.2
CCOC(=O)N1CCC(NC(=O)Cn2ncc3ccccc32)CC1	-4	1	-3	4	-8	5	6	1	-0.8
O=c1[nH]c(CN2CCOCC2)nc2scc(-c3ccccc3)c12	-9	-2	-20	-6	-2	4	0	0	0.8
Cc1nnc(N/N=C/c2ccc(-c3ccc(Br)cc3)o2)n1N	-22	9	-3	-14	-4	6	-8	9	1.9
NC(=O)C1=C[C@H](c2ccc3c(c2)OCO3)C[C@H](OCc2ccc(CO)cc2)O1	-23	5	9	2	-1	7	-14	4	-2.1
COc1cc(C)ccc1OCCOCCOc1cc(C)c(C)cc1Br	-78	11	-13	-35	3	2	0	-5	0.8
O=C(Nc1nnc(-c2ccco2)o1)c1ccc(S(=O)(=O)N2CCOCC2)cc1	22	0	-7	1	-2	8	-6	3	-1.1
CC1=Nc2ccccc2N=C(NC(=O)CN2CCN(c3ccccc3)CC2)C1c1ccccc1 (stereo unspecified)	7	2	4	0	-1	2	6	-2	0.3
O=C(C1CC=CCC1)N1CCN(C(=O)C2CC=CCC2)CC1 (stereo unspecified)	-16&-2	-1	-17	7	3	3&13	9	2	0.1
CC(=O)c1ccc(N(C(=O)CS(=O)CC(=O)Nc2ccc(F)cc2)C(C(=O)NC2CCCCC2)c2cccs2)cc1 (stereo unspecified)	13	1	8	5	1	5	3	1	3.3
CC1(C)CC(=O)c2sc(NC(=O)c3ccccc3)nc2C1	-31	-3	-8	-7	2	6	1	5	-1.2
CCOc1ccc2nc(SCC(=O)N3c4ccccc4Sc4ccccc43)sc2c1	5	6	-16	2	0	12	-2	5	0.4
COc1cc(/C=N/NC(=O)C(=O)NCc2ccco2)ccc1O	15	2	-7	2	-4[fluorescence artefact?]	3	-8	-2	2.0
CCN1C(=O)CSc2ccc(C(=O)NC3CCCCC3)cc21	6	0	10	-2	-6	8	-3	-2	0.0

Results in NPY-Y2 PAM-ag, EP2 modulator and S1P4 antag (2 entries from above):
Molecule	NPY-Y2 PAM-ag	EP2 modulator	S1P4 antag
O=C(C1CC=CCC1)N1CCN(C(=O)C2CC=CCC2)CC1 (stereo unspecified)	9	-16&-2	-17
Cc1nnc(N/N=C/c2ccc(-c3ccc(Br)cc3)o2)n1N	-8	-22	-3

Back to the main list, repeating the four entries before the break.
SMILES	EP2 modulator	NPY Y1 blocker	S1P4 antag	NPY-Y1 PAM-ag	eIF4E 4G PPI	PGE2 EP2 inh	NPY-Y2 PAM-ag	p97 inhibitor	S1P4 agonist
CC1(C)CC(=O)c2sc(NC(=O)c3ccccc3)nc2C1	-31	-3	-8	-7	2	6	1	5	-1.2
CCOc1ccc2nc(SCC(=O)N3c4ccccc4Sc4ccccc43)sc2c1	5	6	-16	2	0	12	-2	5	0.4
COc1cc(/C=N/NC(=O)C(=O)NCc2ccco2)ccc1O	15	2	-7	2	-4[fluorescence artefact?]	3	-8	-2	2.0
CCN1C(=O)CSc2ccc(C(=O)NC3CCCCC3)cc21	6	0	10	-2	-6	8	-3	-2	0.0
CC1CCc2nc(NC(=O)CCSc3ccccc3)sc2C1 (stereo unspecified)	16	6	-14	19	4	14	2	3	-0.7
CCOC(=O)CSc1nnc(CNC(=O)c2ccc(OC)cc2)n1Cc1ccccc1	-7	-3	-6	-20	-3	4	-12	-3	-0.5
COC(=O)c1ccccc1N(Cc1ccccc1)S(C)(=O)=O	-11	7	-11	28	6	6	8	3	0.7
COc1ccc(N2C(=O)C(Cl)=C(Nc3ccccc3O)C2=O)cc1	3	4	-15	-13	23[fluorescence artefact?]	8	2	3	1.2
CC(CCc1ccccc1)NC(=O)CCN1N=C(c2ccccc2)CCC1=O (stereo unspecified)	-59	-5	3	8	-4	15	-10	2	-0.7
COc1ccc(C(=O)NNC(=O)c2ccc(S(=O)(=O)N3CCOCC3)cc2)cc1	15	4	-8	6	-5	2	-6	5	1.4
c1csc(-c2csc(-c3cccs3)n2)c1	6	-4	2	-6	-5	11	-15	-8	-0.3
Cc1csc(OCC(=O)Nc2ccc(C)c(C)c2)n1	-22	-6	-10	6	-2	15	-1	1	-1.6
CCOC(=O)c1c(NC(=O)CSc2nc3ccccc3o2)sc(C(C)=O)c1C	10	10	8	-29	1	11	3	1	0.2
NC(=O)c1ccc(C2SCC(=O)N2Cc2ccccc2)cc1 (stereo unspecified)	15	2	-6	-7	1	14	-5	2	-1.6
O=C(NC1CCS(=O)(=O)C1)C1C2CC3CC(C2)CC1C3 (stereo unspecified)	-22	-3	-11	-12	0	5	-9	5	-2.0
O=C(Nc1ccc(OCc2ccccc2)cc1)Nc1ccccc1C(=O)NCCCN1CCOCC1	-24	/	-1	5	1	22	-9	-19	0.6
N#CC1=C(N)OC2=C(C(=O)CCC2)C1c1ccsc1 (stereo unspecified)	20	3	17	21	2	17	9	-2	0.0
CCCCOc1ccc(-c2nnn(CC(=O)NCCc3c[nH]c4ccccc34)n2)cc1	-13	1	-9	-25	9	5	-3	0	-1.1
CC(C(=O)OCC(=O)Nc1ccc(S(=O)(=O)N2CCCCC2)cc1)N1C(=O)c2ccccc2C1=O (stereo unspecified)	-32	7	-15	21	8[fluorescence artefact?]	11	6	2	2.1
CCn1c(SCC(=O)c2ccc3ccccc3c2)nnc1-c1ccco1	-29	10	6	-9	-14	8	-3	3	-1.3
CCOc1cc(/C=C2/C(=N)N3OC(C)=CC3=NC2=O)ccc1OC(=O)c1ccco1	-15	3	6	11	1	6	10	0	-0.7
CCCCC(=O)Nc1sc(C(=O)N(CC)CC)c(C)c1C(=O)OC	7	4	-4	-26	-2	14	-14	-3	2.3
CC(C)C(=O)N1CCC(CN=Cc2c(O)n(C3CCCCC3)c(=O)n(C3CCCCC3)c2=O)CC1	28	4	12	39	-1	5	-4	-9	0.1
COc1ccc2c(c1OC)C(=O)N(c1ccccc1)C2=O	11	-7	12	-7	4	13	0	1	-1.7
Cn1c(Cn2c(=O)sc3ccccc32)nnc1SCC(=O)NCc1ccc2c(c1)OCO2	12	3	1	-10	-3	/	6	4	-3.8
O=C(NNC(=O)C1CC(c2cccs2)=NO1)NC1CCCCC1 (stereo unspecified)	-9	-4	-8	-8	1	3	-16	1	0.8
O=S(=O)(CCN1C=CC(C(F)(F)F)=NCC1)c1ccc(F)cc1	0	/	-16	-1	1	10	0	5	1.6
O=C1N=C(N2CCCC2)S/C1=C\c1ccccc1	10	7	4	16	-2[fluorescence artefact?]	7	1	4	-1.1
COCCN1C(=O)c2ccccc2C(C(=O)NCc2ccco2)C1c1c[nH]c2ccccc12 (stereo unspecified)	26	2	0	-22	0	10	-5	-3	-0.2
CC(=O)c1c(C)nc2sc3c(=N)n(N)cnc3c2c1-c1ccc(Cl)cc1	-28	15	-11	-37	18	8	-4	6	-1.6
c1ccc(-c2ccnc3ncnn23)nc1	-10	11	-14	14	3	8	10	3	-0.2
CC(C)Oc1ccc(C(=O)O)c(C(=O)O)c1	18	8	0	2	-3[fluorescence artefact?]	5	-1	-2	-0.9
COc1cc2nc(CN3CCOCC3)n(CC(=O)N3CCCCCC3)c(=O)c2cc1OC	3	/	2	3	-5	4	5	5	0.9
O=C(c1cccnc1)C1Cc2ccccc2C1=O (stereo unspecified)	-10	/	8	5	1	9	13	8	-1.3
CC(C)(C)C(=O)Nc1nc(C2CCCN2S(=O)(=O)c2ccc(Cl)cc2)cs1 (stereo unspecified)	-10	2	4	-19	5	17	4	1	-4.4
Cc1cc(C2(c3ccc(O)c(C)c3)OC(=O)c3ccccc32)ccc1O	60	0	-5	-17	4	9	-11	4	0.9
COc1cc(NC(=O)C2=C(N3CCOCC3)/C(=C\c3ccc(N(C)C)cc3)CCC2)cc(OC)c1OC	-55	-3	10	9	14	10	5	4	7.9
CCc1nc2c(sc3nc4c(cc32)COC(C)(C)C4)c(=O)n1Cc1ccco1	10	5	7	-31	1	16	-14	-3	-0.2
NC(=O)c1c(NC(=O)Cn2nc(C(=O)O)c3ccccc3c2=O)sc2c1CCCC2	16	/	-5	0	-1	14	-13	0	-1.1
CCCN(CCC)CCCOC(=O)c1ccc(Cl)cc1Cl	-28	5	1	-50	-1	13	-5	-1	-0.1
Cc1cc(NC(=O)c2ccc(NC(=O)C3CC3)cc2)no1	-30	-5	9	13	1	16	5	-2	-0.4
Cn1c(=O)n(Cc2ccccc2)c(=O)c2c1nc1n2CCN1Cc1ccco1	-6	14	-17	6	3	12	12	2	0.5
Cc1ccc2cc(CN(C(=O)c3cccnc3)C(C)C)c(=O)[nH]c2c1	-7	2	-13	28	0[fluorescence artefact?]	6	-5	9	2.9

5 structures already listed, arranged by number of heavy atoms, falling.
SMILES	EP2 modulator	NPY Y1 blocker	S1P4 antag	NPY-Y1 PAM-ag	eIF4E 4G PPI	PGE2 EP2 inh	NPY-Y2 PAM-ag	p97 inhibitor	S1P4 agonist
NC(=O)c1c(NC(=O)Cn2nc(C(=O)O)c3ccccc3c2=O)sc2c1CCCC2	16	/	-5	0	-1	14	-13	0	-1.1
CCc1nc2c(sc3nc4c(cc32)COC(C)(C)C4)c(=O)n1Cc1ccco1	10	5	7	-31	1	16	-14	-3	-0.2
COc1ccc(N2C(=O)C(Cl)=C(Nc3ccccc3O)C2=O)cc1	3	4	-15	-13	23[fluorescence artefact?]	8	2	3	1.2
O=c1[nH]c(CN2CCOCC2)nc2scc(-c3ccccc3)c12	-9	-2	-20	-6	-2	4	0	0	0.8
CC1(C)CC(=O)c2sc(NC(=O)c3ccccc3)nc2C1	-31	-3	-8	-7	2	6	1	5	-1.2

Screens (PubChem)
